Compound activity deposited in PubChem by National Center for Advancing Translational Sciences (NCATS).
FBPA Giardia inh: Giardia lamblia aldolase inhibition. A8B2U2. purified Giardia FBPA. Potency, µM (series often up to 59.6 µM), for inactives: top-dose activity, negative = inhibition, usual class: inhibitors. 290,000 compounds, 0.71% hits; further: potency means the concentration at half of the fitted maximal effect; nearly all actives have a fitted effect of over 55% in size
Target sequence (A8B2U2 whole entry, looked up): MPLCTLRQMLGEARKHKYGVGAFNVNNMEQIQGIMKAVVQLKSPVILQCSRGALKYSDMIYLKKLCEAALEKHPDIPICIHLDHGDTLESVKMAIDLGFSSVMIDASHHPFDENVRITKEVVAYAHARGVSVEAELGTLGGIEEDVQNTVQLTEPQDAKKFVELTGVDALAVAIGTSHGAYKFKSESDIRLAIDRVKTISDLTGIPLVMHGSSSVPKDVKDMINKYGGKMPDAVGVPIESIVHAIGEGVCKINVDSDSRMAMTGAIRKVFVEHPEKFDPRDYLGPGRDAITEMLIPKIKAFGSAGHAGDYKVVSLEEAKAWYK
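40 nM FBPA preincubated 10 min at RT with compound (up to 57.5 uM final), then substrate plus GAPDH/TPI/NAD/arsenate coupling and diaphorase/resazurin added. Fluorescence read after 20 min at RT, 525/598 nm.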
AmpC inh no detg: inhibitors of E. coli AmpC beta-lactamase without detergent; AmpC nitrocefin hydrolysis, absorbance 480 nm, 0.0001% Triton; P00811; 330,000 compounds, 0.52% hits; Potency, µM (doses to about 57.1 µM), inactives show at the highest dose activity change, negative = inhibition, hits mostly inhibitors;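 further: potency means the concentration at half of the fitted maximal effect; plate controls were no compound for no effect and no enzyme for full effect; nearly all actives have a fitted effect of over 20% in size; some results filed as inactive show a strong effect at the top dose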
Target sequence (P00811 whole entry, looked up): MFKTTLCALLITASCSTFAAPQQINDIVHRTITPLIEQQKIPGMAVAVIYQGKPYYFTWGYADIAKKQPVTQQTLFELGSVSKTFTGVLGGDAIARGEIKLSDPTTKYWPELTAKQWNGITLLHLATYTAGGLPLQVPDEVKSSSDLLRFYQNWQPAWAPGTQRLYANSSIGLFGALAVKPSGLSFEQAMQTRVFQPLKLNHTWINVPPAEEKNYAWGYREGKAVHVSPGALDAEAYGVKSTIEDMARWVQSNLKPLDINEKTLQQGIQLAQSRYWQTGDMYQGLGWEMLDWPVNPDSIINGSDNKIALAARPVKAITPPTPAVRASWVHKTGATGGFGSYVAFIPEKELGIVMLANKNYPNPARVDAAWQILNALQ
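20 mM phosphate pH 7.0 + 0.01% (detergent screen) or 0.0001% Triton X-100; 5.3 nM AmpC reagent; cpd preinc 15 min RT; nitrocefin (800 uM stock) to start; A480 q20 s × 4 min; Activity was normalised to no-enzyme and no-compound control wells.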
Sm TGR inh: S. mansoni TGR enzyme inhibition | Q962Y6 | purified TGR, DTNB reduction, TNB absorbance 405 nm | Potency, µM (series often up to 114 µM), without a hit: at the top dose activity change, negative = inhibition, usual class: inhibitors | 360,000 compounds, 3% hits; further: potency means the concentration at half of the fitted maximal effect; nearly all actives have a fitted effect of over 60% in size
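TGR 20 nM + NADPH 100 uM (dispensed conc.), cpd preinc 15 min RT; start with NADPH (500 uM addition) then DTNB (15 mM addition). Kinetic TNB absorbance, 405 nm filter. Four-parameter Hill fit across titration.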
AMA1 RON2 block: disrupts binding of P. falciparum AMA1 to RON2. AlphaScreen AMA1-biotinylated RON2 peptide binding. Potency, µM (titrated, usually from 58.2 µM), for inactives: at the highest dose activity change, negative = inhibition, actives largely listed as inhibitors. 360,000 compounds, 0.2% hits;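 further: potency means the concentration at half of the fitted maximal effect; 0% = vehicle wells and -100% = peptide control; nearly all actives have a fitted effect of over 45% in size; some results filed as inactive show a strong effect at the top dose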
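AMA1 (3D7) with his tag at 25 nM final met compounds first, then biotinylated RON2 peptide at 25 nM; detection used donor plus acceptor beads, 10 µg/mL apiece, read by AlphaScreen after 30 min at room temperature.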
AmpC inh detg: blocks E. coli AmpC beta-lactamase in detergent assay; 370,000 compounds, 0.041% hits; P00811; Potency, µM (titrated, usually from 114 µM), for inactives: at the top dose activity change, negative = inhibition, actives largely listed as inhibitors; AmpC hydrolysis of nitrocefin, absorbance 480 nm, 0.01% Triton; AID 485294;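 further: potency means the concentration at half of the fitted maximal effect; 0% = no-compound wells and -100% = no-enzyme wells; nearly all actives have a fitted effect of over 25% in size; some results filed as inactive show a strong effect at the top dose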
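20 mM phosphate pH 7.0 + 0.01% (detergent screen) or 0.0001% Triton X-100; 5.3 nM AmpC reagent; cpd preinc 15 min RT; nitrocefin (800 uM stock) to start; A480 q20 s × 4 min; Activity was normalised to no-enzyme and no-compound control wells.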
HCMV antiviral: human cytomegalovirus inhibition; activity change, negative = inhibition, % at 57.5 µM; AID 1259415; 410,000 compounds, 4.5% hits; HFF cells, HCMV-luciferase reporter, 72 h; stronger effect = lower value; in the data active means activity change below about -60%; inconclusive means no clear call, values can overlap the other calls; inactive means above about -39%
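Luciferase read-out from HCMV-luciferase-infected HFFs (MOI 1 PFU/cell) 72 h post infection at 37C; compounds added after 16 h cell attachment; activity normalized between buffer-only basal and Salinomycin (10uM) inhibitor controls.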
* marks the source's active call; other numbers are inactive results; ? = inconclusive; · = not tested or not shown; [ ] = remark or other dose. Unless noted, the call rests on the fitted dose curve; in most records, active means well fitted curve in the direction sought with a large enough effect; inconclusive means small, poorly fitted or top-dose-only effect, or another doubt; inactive means no such curve, though single readings can be large; an effect the other way counts as inactive or inconclusive. Unless noted, on the % scale 0 is the no-effect control and ±100 the full control effect. Rows are unselected. About 7.8% of those tested had a hit in this group.

Molecule,AMA1 RON2 block,AmpC inh no detg,AmpC inh detg,FBPA Giardia inh,HCMV antiviral,Sm TGR inh
Cc1ccc(C(C(=O)NCc2ccco2)N(CC2CCCO2)C(=O)Cn2nnc3ccccc32)cc1 (centres undefined),-2%,-1%,1%,6%,21,-10%
O=S1(=O)NC2c3ccccc3CC2O1 (centres undefined),4%,-27%,?,6%,54,25µM*
COc1ccc(C(=O)NCC(c2ccco2)S(=O)(=O)c2ccccc2)cc1 (centres undefined),·,·,-5%,·,-22,-18%
O=C1c2ccccc2C(=O)N1OCc1cccc(Cl)c1,49%[activator],-13%,1%,2%,-11,-5%
O=C(COc1ccc(Cl)cc1)NC1CC1,19%,-1%,6%,·,13,-5%
CCn1c(CNc2ccc(Cl)cc2)nnc1SCc1ccccc1,-11%,1%,?,-5%,35,7%
CCOc1ccc(CNc2cccc(SC)c2)cc1,?,-8%,2%,?,-24,8%
CCOC(=O)CSc1nc2ccccc2c(=O)n1C1CCCC1,5%,-4%,-10%,0%,1,7%
Nc1ncnc2c1ncn2[C@@H]1O[C@H](CNCc2ccccc2OCc2ccc(Cl)cc2Cl)[C@@H](O)[C@H]1O,4%,31%,·,·,-28,·
O=C(NCCc1csc(-c2ccc(C(F)(F)F)cc2)n1)c1ccccc1Cl,·,·,-2%,·,-25,7%
COC(=O)c1cc2oc(C)cc2n1CC(=O)N1CCCc2ccccc21,-13%,8%,-3%,-4%,6,-17%
CCc1noc(C)c1C(=O)N1CCN(S(=O)(=O)c2ccc(Br)cc2)CC1,-23%,1%,?,·,-2,-6%
O=C(CSc1nnc(COc2ccccc2)o1)Nc1nccs1,61%[activator],-15%,-21%,17%,-39,6%
O=S(=O)(Nc1cccc(-n2cnnn2)c1)c1cnc(Cl)c(Cl)c1,6%,-21%,1%,·,?,-2%
COc1ccc(NC(=O)CSc2nc3c(c(=O)n2C)SCC3)cc1OC,0%,-32%,-4%,·,-10,0%
COCCc1nnc(NC(=O)Cc2ccccc2)s1,0%,-1%,?,-1%,23,0%
CCOCCCNc1ncnc2c1nc1n2CCCC1,7%,-5%,2%,-4%,31,-9%
Cc1ccc(NC(=O)COC(=O)c2cccc(N3C(=O)c4ccccc4C3=O)c2)cc1,-8%,-42%,-6%,5%,-34,-6%
CCC(=O)Nc1cc(-c2nc3cc(C)cc(C)c3o2)ccc1C,·,·,4%,·,68,-1%
CCCC(=O)Nc1sc2c(c1C(=O)Nc1ccccn1)CCCC2,-2%,2%,9%,0%,-11,1%
CCCCOC(=O)CSc1nc2c(c(=O)[nH]c(=O)n2C)n1C/C=C(\C)Cl,-20%,-12%,-4%,3%,50,0%
COc1ccc(C2C(C(=O)Nc3cc(C)on3)c3ccccc3C(=O)N2C)cc1OC (centres undefined),-1%,1%,-3%,0%,65,-25%
CN(C)S(=O)(=O)c1cccc(C(=O)Nc2ccccc2)c1,-4%,-21%,0%,0%,15,-2%
O=C(CC(=O)NCCc1ccccc1)NCCc1ccccc1,-3%,-9%,2%,8%,-3,3%
O=[N+]([O-])c1cc(-c2ccc([As](=O)(O)O)cc2)ccc1[As](=O)(O)O,·,-13%,-4%,-5%,·,8.9µM*
Cc1cccc(CSCCNC(=O)C2CCN(S(=O)(=O)Cc3ccccc3)CC2)c1,·,·,21%,·,3,5%
Cc1nnc(SCc2cc(=O)n3c(C)cccc3n2)s1,·,·,14%,·,118,1%
CCOc1cc(C(=O)NC(=S)Nc2ccc(Cl)c(C(=O)O)c2)cc(OCC)c1OCC,81%[activator],-43%,9%,-16%,?,32µM*
CC1(C(=O)OCC(=O)Nc2ccc3ccccc3c2)CC1(Cl)Cl (centres undefined),0%,-39%,8%,-14%,-17,7%
O=C(c1cccn2c(=O)c3cc(Cl)ccc3nc12)N1CCOCC1,-5%,-20%,-1%,4%,62,-20%
COc1ccccc1NC(=O)Nc1nc(CC(=O)NCc2c(F)cccc2F)cs1,12%,-33%,?,·,-1,-1%
COc1cc(CC(=O)N2CCN(C(=O)C3CCCO3)CC2)cc(OC)c1OC (centres undefined),-9%,-13%,·,·,-12,·
O=C(COC(=O)c1ccc(OC(F)(F)F)cc1)Nc1ncccn1,-23%,-10%,·,·,-16,·
Cc1ccc(S(=O)(=O)c2nc(S(=O)(=O)c3ccc(C)cc3)c(NCc3ccco3)s2)cc1,2%,-42%,?,·,-4,-34%
COc1ccc(-n2nc3ccc(N)cc3n2)cc1Cl,24%,-27%,-13%,?,156,1%
O=C1CC(c2ccc(Cl)cc2)CC(O)=C1C=NCCN1CCNCC1 (centres undefined),·,77%[activator],-10%,3%,39,0%
CC(c1ccccc1)N1CC(C(=O)N2CCN(Cc3ccc(C#N)cc3)CC2)CC1=O (centres undefined),1%,42%,-23%,·,-23,2%
O=C(OCC(=O)N1CCc2ccccc21)c1ccc(Cl)nc1,-1%,-19%,0%,0%,52,12%
O=C(O)c1ccn(COc2ccc(Br)cc2)n1,-17%,-12%,-1%,0%,10,-2%
COc1ccc(O)c(C(=O)c2cnc3c(c2)c(-c2ccc(F)cc2)c(C#N)c(=O)n3C)c1,-22%,-34%,0%,-11%,-28,-17%
O=C(CCCCn1c(=O)c2ccccc2n(CC(=O)Nc2ccccc2)c1=O)NCc1ccccc1Cl,·,·,27%,·,5,5%
Cc1ccc(C(C)C)c(OCCCN2CCc3ccccc3C2)c1,-3%,22%,-12%,?,90,8%
Cc1nn(C)c2c1c(C(F)(F)F)cc(=O)n2CC(=O)NCc1ccccc1Cl,·,·,15%,·,7,2%
Cc1[nH]n(-c2c(Cl)cc(Cl)cc2Cl)c(=O)c1C=Nc1ccc(S(=O)(=O)N2CCOCC2)cc1,30%[activator],30%,-17%,4%,63,0%
CC[C@]12c3[nH]c4ccccc4c3CCN1C(=O)C(CC(=O)NCCCN(C)C)C[C@@H]2C(=O)N1CCN(C(=O)c2ccco2)CC1 (some centres undefined),-5%,17%,·,·,9,·
CCOC(=O)N1CCC(NC(=O)c2cc3ccccn3n2)CC1,5%,-22%,?,0%,13,-2%
O=C(CSc1nnc(CNC(=O)c2cccs2)o1)Nc1ccc2c(c1)OCO2,6%,-23%,1%,-2%,11,5%
CC1=NN=C(c2ccc(N)cc2)c2cc3c(cc2C1)OCO3,-7%,19%,-3%,?,-34,-20%
CCOc1ccc2nc(SCC(=O)NCc3ccccc3OC)[nH]c2c1,-1%,-13%,?,-4%,-6,4%
Cc1ccc(NC(=S)NCc2ccc(S(N)(=O)=O)cc2)c(C)c1,-7%,-35%,4%,-7%,-33,3%

Record cards, from the list above.
COc1ccc(-n2nc3ccc(N)cc3n2)cc1Cl in the list: AMA1 RON2 block: 24%; AmpC inh no detg: -27%; AmpC inh detg: -13%; FBPA Giardia inh: ?; HCMV antiviral: 156; Sm TGR inh: 1%
CCOC(=O)CSc1nc2ccccc2c(=O)n1C1CCCC1 in the list: AMA1 RON2 block: 5%; AmpC inh no detg: -4%; AmpC inh detg: -10%; FBPA Giardia inh: 0%; HCMV antiviral: 1; Sm TGR inh: 7%

Further structures follow.
Molecule,AMA1 RON2 block,AmpC inh no detg,AmpC inh detg,FBPA Giardia inh,HCMV antiviral,Sm TGR inh
COC(=O)c1c(/N=C/N(C)C)sc2c1CCN(c1ncc(C(F)(F)F)cc1Cl)C2,-5%,51%,9%,-23%,?,-30%
O=C(O)CCC(=O)NNC(=O)c1cccc(Cl)c1,28%,-10%,-2%,6%,38,-6%
Cc1cc(C)n(Cc2cccc(C(=O)N/N=C/c3ccncc3)c2)n1,29%,-14%,-6%,·,21,7%
O=C(c1ccco1)[C@@H]1[C@@H]2C(=O)N(c3ccc(F)cc3)C(=O)[C@@H]2C2c3ccccc3C=CN21 (some centres undefined),·,-4%,-11%,?,·,22µM*
COCC(=O)N1CCCC(N(C)CCc2ccc(OC)c(OC)c2)C1 (centres undefined),-1%,-17%,-4%,5%,4,-31%
CN(C)/C=C1\SC(=S)N(c2ccc(Br)cc2)C1=O,-11%,-44%,0%,-1%,10,-3%
Cc1ccccc1Oc1ncccc1C(=O)/C(C#N)=C/N(C)C,14%,?,-2%,15%,2,1%
COc1cc(Nc2ccc(C)cc2)c([N+](=O)[O-])nc1[N+](=O)[O-],10%,-25%,-6%,-3%,-30,25µM*
COc1ccccc1CNC(=O)CNC(=O)c1ccc(Br)o1,-11%,-1%,-9%,·,?,-22%
CC1CN(S(=O)(=O)c2csc(C(=O)Nc3ccccc3)c2)CC(C)O1 (centres undefined),0%,-9%,4%,·,-60*,4%
Cc1ccc(-c2c(C(=O)N/N=C/c3cccnc3)nnn2-c2nonc2N)cc1,10%,-9%,-7%,-21%,-21,-5%
COc1ccc(-n2nc3cc(C)c(NC(=O)c4ccc(-c5ccc(Cl)cc5)o4)cc3n2)cc1,·,·,0%,·,36,-9%
CCCOc1ccc(-c2cnc(SCC(N)=O)nc2N)cc1,21%,-13%,-8%,2%,-6,-2%
O=C1CCc2cc(S(=O)(=O)N3CCC(C(=O)NCCC4=CCCCC4)CC3)ccc2N1,0%,-13%,?,3%,-99*,-3%
O=C(CC1(O)C(=O)Nc2cc(Cl)cc(Cl)c21)c1ccccc1O (centres undefined),1%,-21%,6%,-29%,15,1%
Cc1ccnc(NC(=O)c2cccc(S(=O)(=O)N3CCN(c4ccc(F)cc4)CC3)c2)c1,-9%,-29%,-12%,·,-24,1%
COc1ccc(-c2sc3ccccc3c2-c2ccc(OCCN(C)C)cc2)cc1,?,65%[activator],·,·,9,·
CC(C)n1nnc2ccccc2c1=O,-7%,-3%,-4%,13%,-20,9%
O=C(C[n+]1cc(-c2ccc(Br)cc2)n2c1CCCCC2)c1ccccc1,-2%,-7%[11.4 µM],3%,7%,?,8%
CCOC(=O)C1=C(C)NC(C)=C(C(=O)OCC)C1C(=O)OCC(=O)NCCc1ccc(S(N)(=O)=O)cc1,11%,10%,-16%,·,-1,-13%
CCN(Cc1ccccc1)S(=O)(=O)c1ccc(C(=O)N(CCCN(C)C)c2nc3c(F)cccc3s2)cc1,-23%,68%[activator],?,-19%,-2,-12%
